# CRFBP-R2 block – blocks CRF-induced signaling of the CRF-BP/CRF-R2 complex. AID 588475. inhibition, % at 11.8 µM. HEK293 CRF-R2/CRF-BP, CRF-induced calcium fluorescence. 0.59% of 350,000 active;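 active = inhibition of the ligand-induced calcium signal above about 50% at the single tested concentration, limit read from the data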
# M5 ag – agonists of human muscarinic M5 receptor (CHRM5). 0.19% of 360,000 active. activation, % at 3 µM. CHO-K1 hM5 cells, Fluo-8 calcium fluorescence; 0% DMSO wells, 100% maximal acetylcholine response;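 active = activation above the run's mean over test compounds plus 3 SD, cut at about 23% in these data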;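 note: signal is peak over basal fluorescence ratio across the kinetic read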
# TAAR1 antagonist – human TAAR1 antagonism | CHO RD-HGA16 TAAR1, Fluo-8 calcium fluorescence, antagonist | 1.5% of 360,000 active | Q96RJ0 | inhibition, % at 3 µM;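 active = inhibition above a per-plate cutoff, the mean inhibition of test compounds on that plate plus 3 SD, cut at about 49% in these data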;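 note: 0% = DMSO plus EC80 beta-PEA response and 100% = DMSO alone without agonist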
# Target sequence (Q96RJ0 whole entry, looked up): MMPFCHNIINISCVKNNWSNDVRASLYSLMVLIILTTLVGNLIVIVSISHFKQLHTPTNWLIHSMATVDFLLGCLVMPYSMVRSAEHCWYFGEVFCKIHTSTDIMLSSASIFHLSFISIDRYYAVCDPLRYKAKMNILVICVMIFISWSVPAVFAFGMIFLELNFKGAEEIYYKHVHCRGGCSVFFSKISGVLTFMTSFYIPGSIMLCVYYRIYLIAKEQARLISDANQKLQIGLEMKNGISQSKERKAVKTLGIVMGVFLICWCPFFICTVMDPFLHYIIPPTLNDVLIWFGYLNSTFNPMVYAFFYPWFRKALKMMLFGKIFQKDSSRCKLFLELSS
#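 Test system – hTAAR1-expressing CHO RD-HGA16 cells, Gα16-coupled · Also added – β-PEA at EC80 concentration, post-compound challenge · Compound – 3 µM, single point · Incubation – dye loading 75 min at 37 °C, then 30 min room temperature · Measured by – Fluo-8 intracellular calcium dye fluorescence, real-time kinetic reads · Benchmarks – vehicle and agonist controls · Replicates – singlicate, one well per test compound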
# TAAR1 agonist – agonists of human TAAR1; activation, % at 3 µM; AID 624467; 0.99% of 360,000 active; CHO RD-HGA16 TAAR1, Fluo-8 calcium fluorescence; vehicle wells 0%, saturating PEA agonist 100%;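 active = activation above the mean activation of all test compounds in the run plus 3 SD, cut at about 38% in these data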
#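 Repeats: no replicates (n 1) | Material: CHO-derived RD-HGA16 cells with stable Gα16 and human TAAR1 | Technique: Kinetic Fluo-8 calcium fluorescence | Schedule: 17-24 h seeding, 75 min 37 °C dye, 30 min RT | Evaluation: % activation from peak over basal fluorescence ratio, DMSO-to-PEA scaled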
# CHO-K1 Ca PAM – counter-screen for M1 PAMs: effect in parental CHO-K1 cells | ATP EC20, Fluo-8 calcium fluorescence; 0% at ATP EC20, 100% at ATP max | 0.02% of 360,000 active | activation, % at 3 µM;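 active = activation above the run cutoff, the mean activation of all test compounds plus 3 SD, cut at about 40% in these data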;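 note: peak over basal fluorescence ratio in a 140 s read after ATP addition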
# M5 antag – blocks acetylcholine activation of human M5 receptor | CHO-hM5 cells, Fluo-8 calcium fluorescence, ACh EC80 | P08912 | inhibition, % at 3 µM | 0.59% of 360,000 active;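 active = inhibition above a per-plate cutoff, the mean of that plate's test compounds plus 3 SD, cut at about 27% in these data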;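 note: 0% = acetylcholine EC80 with DMSO and 100% = DMSO without agonist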
# CRFBP-R2 agonist – agonists of human CRF-binding protein/CRF-R2 receptor complex; activation, % at 13.2 µM; HEK293 CRF-R2/CRF-BP, calcium dye fluorescence (FLIPR); percent of saturating CRF peptide response; 0.46% of 350,000 active;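 active = activation of at least 50%, plus an integration ratio under a set limit after plate pattern correction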;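 note: plate controls were neutral control wells without compound for no effect and CRF at EC100 for full effect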
# M5 PAM – positive allosteric modulators of human muscarinic M5 receptor. 0.3% of 360,000 active. CHO-K1 hM5, Fluo-8 calcium, ACh EC20 PAM; 0% = ACh EC20, 100% = ACh EC100. AID 624038. activation, % at 3 µM. P08912;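 active = activation above the run cutoff, the mean activation of all test compounds plus 3 SD, cut at about 18% in these data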
#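 Test system: CHO-K1 hM5 cells / Doses: single-point, 3 µM nominal / Times: Post-acetylcholine fluorescence recording 140 s / Technique: Fluo-8 calcium fluorescence / Measure: Max/basal fluorescence ratio as % of EC20–EC100 ACh window / Benchmarks: low control EC20 acetylcholine (0%), high control EC100 acetylcholine (100%) / Replicates: one well per compound, no replicates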
# M4 PAM – CHRM4 positive allosteric modulation; P08173; CHO-K1 hM4/Gqi5, Fluo-8 calcium fluorescence, ACh EC20; 0% = ACh EC20, 100% = maximal ACh; activation, % at 3 µM; 0.4% of 360,000 active; AID 624126;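 active = activation above its plate's cutoff, the mean activation of sample wells plus 3 SD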; note: some results filed as inactive read as strong as hits
# Target sequence (P08173 whole entry, looked up): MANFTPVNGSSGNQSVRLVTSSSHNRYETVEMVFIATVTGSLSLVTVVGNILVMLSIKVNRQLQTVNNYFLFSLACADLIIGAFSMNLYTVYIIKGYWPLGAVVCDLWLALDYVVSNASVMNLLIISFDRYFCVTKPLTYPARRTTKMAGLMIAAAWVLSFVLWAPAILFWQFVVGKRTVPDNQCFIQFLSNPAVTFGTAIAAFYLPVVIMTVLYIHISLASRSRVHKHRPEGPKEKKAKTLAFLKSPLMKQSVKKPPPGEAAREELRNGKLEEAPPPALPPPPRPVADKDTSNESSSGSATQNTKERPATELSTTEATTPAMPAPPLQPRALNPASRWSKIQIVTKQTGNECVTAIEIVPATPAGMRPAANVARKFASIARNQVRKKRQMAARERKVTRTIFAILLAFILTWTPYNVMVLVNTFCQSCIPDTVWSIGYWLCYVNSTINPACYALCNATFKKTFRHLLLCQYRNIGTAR
# * marks the source's active call; other numbers are inactive results; / = no result given. Not a hit list, and some 4.2% of all compounds hit somewhere here.
SMILES,CRFBP-R2 block,M5 ag,TAAR1 antagonist,TAAR1 agonist,CHO-K1 Ca PAM,M5 antag,CRFBP-R2 agonist,M5 PAM,M4 PAM
CCCCCCC(=O)Nc1cc2c(C)cc(=O)oc2cc1C,8,-2,-7,5,14,1,-0.4,3,2
Cc1cccc(NC(=O)CSc2nnc(-c3ccco3)o2)c1,-2,0,/,/,19,2,-1.6,-2,1
COc1ccc(NC(=S)NCc2ccc(S(N)(=O)=O)cc2)cc1OC,13,-5,-12,8,21,-6,9.0,-8,4
Cc1cc(NC(=O)COC(=O)c2nccnc2N)n(-c2ccccc2)n1,-13,-3,12,1,-5,6,-0.6,-1,4
COCCNC(=O)[C@H]1N2C(=O)c3ccccc3C2SC1(C)C (stereo partly drawn),-8,-2,-6,7,-6,18,-0.8,-6,1
COC(=O)Nc1nn(-c2ccc(OC)cc2)c(=O)c(C#N)c1C,-12,-2,-5,0,16,5,0.7,6,3
N#Cc1cnn2ccc(-c3cc(N4CCOCC4)ccc3[N+](=O)[O-])nc12,2,-2,-14,6,-14,-7,2.7,13,-6
CCN(C(=O)COC(=O)c1cccc(S(=O)(=O)NCc2ccccc2)c1)c1ccccc1,9,4,-1,5,7,5,1.1,-9,-9
CCOC(=O)C1CCN(C(=O)COc2ccc(S(=O)(=O)NC(C)C)cc2Cl)CC1,-13,-2,-10,11,15,-6,0.5,-3,11
CCOc1cc(S(=O)(=O)N(CC)CC)ccc1F,-5,-5,-12,4,-8,-5,-0.6,7,2
O=C1COc2ccc(C(=O)COC(=O)Cc3ccccc3F)cc2N1,13,0,6,14,1,-6,-1.8,-8,-4
COC(=O)c1cc(S(=O)(=O)NCCc2ccccc2)c[nH]1,-1,3,4,2,17,1,0.4,-1,3
CCCCC(O)(c1ccccc1)C(CN1CCOCC1)c1ccccc1 (stereo not drawn),-33,-5,-15,15,16,9,0.8,-2,-3
Cc1cc(C(=O)N(C)Cc2c(F)cccc2Cl)c2ccccc2n1,21,0,47,7,-7,6,0.6,-10,-6
Cn1c(=O)c2[nH]c(-c3cccnc3)nc2n(C)c1=O,-4,-3,11,2,11,-13,0.3,0,31*

# Full records, looked up by structure. Values in the order: CRFBP-R2 block, M5 ag, TAAR1 antagonist, TAAR1 agonist, CHO-K1 Ca PAM, M5 antag, CRFBP-R2 agonist, M5 PAM, M4 PAM
# Listed for CCCCCCC(=O)Nc1cc2c(C)cc(=O)oc2cc1C : 8, -2, -7, 5, 14, 1, -0.4, 3, 2
# Listed for CCCCC(O)(c1ccccc1)C(CN1CCOCC1)c1ccccc1 (stereo not drawn) : -33, -5, -15, 15, 16, 9, 0.8, -2, -3

# (continued)
SMILES,CRFBP-R2 block,M5 ag,TAAR1 antagonist,TAAR1 agonist,CHO-K1 Ca PAM,M5 antag,CRFBP-R2 agonist,M5 PAM,M4 PAM
CCCCc1nnc2c(N(C)S(=O)(=O)c3ccccc3)nc3ccccc3n12,59*,-3,-16,0,16,0,-0.2,9,10
Cc1ccc(N2C(=O)CC(Sc3cccs3)C2=O)cc1 (stereo not drawn),-7,-6,-26,-1,14,7,-1.7,-3,-9
O=[N+]([O-])c1ccc(CSc2nnc(Cc3ccccc3)o2)cc1,16,-11,-17,7,18,1,0.1,0,1
Cc1ccc2oc(=O)c(/C=C(\O)c3ccccc3)nc2c1,-25,-3,3,1,3,11,71*,1,-1
S=C1NCN(C2CCCCC2)CN1CCc1ccccc1,-19,-1,-33,6,-16,3,-0.1,0,-7
COc1ccc(OC)c(NS(=O)(=O)c2ccc(N3CCCC3=O)cc2)c1,2,-4,4,11,25,1,-1.2,-6,-4
Cc1ccc(S(=O)(=O)N2CCN(C(=O)c3ccc(N4CCCCC4)c([N+](=O)[O-])c3)CC2)cc1,12,-5,-32,0,-5,-14,-0.7,-2,6
COc1ccc(CN2CCNC(=O)C2CC(=O)NC2Cc3ccccc3C2)c(OC)c1 (stereo not drawn),8,-3,-26,46*,16,6,-1.4,0,1
CC(=O)N1CCOc2ccc(S(=O)(=O)N(C)c3ccc(C)cc3)cc21,-11,-4,7,3,0,6,1.3,-8,2
CN1CCN(C(=O)C23CCC(C)(c4nc5ccccc5nc42)C3(C)C)CC1 (stereo not drawn),-36,-3,-3,1,14,2,1.7,-1,-1
O=C(NCc1ccco1)c1ccc(CS(=O)(=O)Cc2ccc(F)cc2)o1,7,0,/,/,14,4,-0.5,0,0
Cc1ccn(C(C)CC(=O)Nc2ccc(-c3ccno3)cc2)n1 (stereo not drawn),5,-3,-12,3,20,-2,-0.4,-1,9
Cc1ccc(CS(=O)Cc2ccc(C(=O)NC3CCCCC3)o2)cc1 (stereo not drawn),-10,0,-22,0,0,8,-0.1,11,1
Oc1ccccc1N1CCN(C(c2ccccc2)c2ccccc2)CC1,-3,-5,-13,6,19,-4,-0.2,-1,-5
C=C(C)CSC1=C(C#N)C(c2ccsc2)CC(=O)N1 (stereo not drawn),-9,-3,-1,11,15,-3,-0.5,-3,-5
C[C@H]1Oc2ccccc2C(=O)C1C(=O)c1ccccc1 (stereo partly drawn),-10,-1,-9,-1,15,12,0.5,-4,0
Nn1c(SCC(=O)N2CCCC2)nnc1C1CCCCC1,9,0,-10,3,4,4,-1.0,-2,10
Cc1c(NC(=S)Nc2ccc(Cl)cc2)c(=O)n(-c2ccccc2)n1C,7,-3,-9,12,5,6,-5.0,-4,5
C=CCn1c(SCC(=O)Nc2cc(C)ccc2C)nnc1-c1cnccn1,-1,-5,-10,4,17,-10,0.1,5,4
Cc1ccc(C(C)NC(=O)c2c(-c3ccccc3)noc2C)cc1C (stereo not drawn),40,-4,-25,0,4,-1,-2.2,-4,-3
O=C(COC(=O)c1ccc(S(=O)(=O)Nc2ccccc2)cc1)NCCC1=CCCCC1,-11,-1,27,20,20,6,-0.4,-6,0
COc1ccc(CC(=O)OCC(=O)NCc2ccc(C)cc2)cc1OC,-1,3,-15,0,-2,14,-1.6,-3,-1
O=c1[nH]c(/C=C\c2cccc(F)c2)nc(O)c1[N+](=O)[O-],8,6,-10,3,41*,-13,-1.0,1,0
O=C(NCC1(c2ccccc2)CCCC1)c1ccc(Br)o1,7,-6,-19,-2,7,2,-9.5,1,-5
CNc1nnc(-c2ccncc2)s1,-2,3,6,2,24,10,0.5,4,9
CCc1nc(SCC(=O)NC2CCCC2)c2c(=O)n(C)c(=O)n(C)c2n1,-11,-2,-26,1,-4,4,0.3,-1,-7
C[N+]1(CC(=O)OCCCC2CCCCC2)CCCC1,-1,-18,-29,3,15,9,-0.7,-6,-9
Nc1c(C(=O)CSc2nnc(COc3ccc(Cl)cc3)o2)c(=O)[nH]c(=O)n1C1CC1,4,1,-1,3,-10,-2,2.4,1,2
COc1ccc(OC)c(CNC(=O)C2CCN(S(=O)(=O)N3CCCCC3)CC2)c1,-9,-5,-17,4,2,0,0.0,2,4
COCCNC(=O)C1(C)CCCN(C(=O)c2cccc(Cl)c2)C1 (stereo not drawn),/,-1,-5,1,11,15,/,0,4

# 3 of the entries above in order of the TAAR1 antagonist value, high to low:
canonical_smiles,TAAR1 antagonist
Nc1c(C(=O)CSc2nnc(COc3ccc(Cl)cc3)o2)c(=O)[nH]c(=O)n1C1CC1,-1
C[C@H]1Oc2ccccc2C(=O)C1C(=O)c1ccccc1 (stereo partly drawn),-9
O=C(NCC1(c2ccccc2)CCCC1)c1ccc(Br)o1,-19

# More entries:
SMILES,CRFBP-R2 block,M5 ag,TAAR1 antagonist,TAAR1 agonist,CHO-K1 Ca PAM,M5 antag,CRFBP-R2 agonist,M5 PAM,M4 PAM
COCCn1c(NCc2ccccc2)nc2c1c(=O)[nH]c(=O)n2C,6,-9,2,-2,3,-10,-1.1,3,4
CCN(CC(=O)Nc1ccc(NC(C)=O)cc1)C(=O)CSc1nnc(-c2ccco2)n1CC,-6,-2,10,0,-23,1,1.1,-1,13
Cc1ccc(S(=O)(=O)NCC(=O)N(CC2CCCO2)C(C(=O)NC2CCCC2)C(C)C)cc1 (stereo not drawn),6,-4,-21,1,17,6,-0.4,1,-2
CCOc1ccccc1OCCNC1CCCC1,-12,0,-1,1,13,-4,7.6,6,12
CN(C)S(=O)(=O)c1ccc(C(=O)Nc2nnc(-c3cccs3)o2)cc1,-9,0,-12,4,14,-4,0.1,3,12
CCOC(=O)c1[nH]c2ccccc2c1NC(=O)CC,-5,0,-12,2,-1,-3,3.0,-2,14
CC(C)Oc1cccc(C(=O)NC(=S)Nc2ccccc2N2CCOCC2)c1,-27,-1,-10,3,-16,-2,0.8,0,-7
CNC(=S)Nc1ccc(N2CCCC2)c(S(=O)(=O)Nc2ccc(OC)cc2)c1,1,-7,-10,1,-24,15,-4.2,-8,0
O=C(O)CCn1cc(-c2ccc(F)cc2)nc1-c1ccncc1,-11,2,-9,5,14,0,2.0,-6,2
O=C(O)c1cccc(NS(=O)(=O)c2ccc3c(c2)C(=O)c2ccccc2C3=O)c1,12,0,-18,0,11,1,-0.3,3,17
CCn1c(CNc2ccc(C)cc2)nnc1SCC(N)=O,3,-3,-18,2,9,3,-0.1,-2,0
c1cc(-c2cn(C[C@H]3CC[C@@H]([C@@H]4CC[C@H](Cn5cc(-c6ccsc6)nn5)O4)O3)nn2)cs1,3,0,29,8,5,3,-0.7,-3,-3
CCc1ccc(S(=O)(=O)c2nnn3c2nc(NCCNC(C)=O)c2ccccc23)cc1,2,-1,21,0,13,6,0.1,5,6

# Some entries already given with just CHO-K1 Ca PAM:
molecule	CHO-K1 Ca PAM
Cc1ccc(C(C)NC(=O)c2c(-c3ccccc3)noc2C)cc1C (stereo not drawn)	4
C[C@H]1Oc2ccccc2C(=O)C1C(=O)c1ccccc1 (stereo partly drawn)	15
CCCCCCC(=O)Nc1cc2c(C)cc(=O)oc2cc1C	14
O=C(O)CCn1cc(-c2ccc(F)cc2)nc1-c1ccncc1	14
CCc1ccc(S(=O)(=O)c2nnn3c2nc(NCCNC(C)=O)c2ccccc23)cc1	13

# Fetched one by one from the list above, three records:
SMILES,CRFBP-R2 block,M5 ag,TAAR1 antagonist,TAAR1 agonist,CHO-K1 Ca PAM,M5 antag,CRFBP-R2 agonist,M5 PAM,M4 PAM
CCN(CC(=O)Nc1ccc(NC(C)=O)cc1)C(=O)CSc1nnc(-c2ccco2)n1CC,-6,-2,10,0,-23,1,1.1,-1,13
CNC(=S)Nc1ccc(N2CCCC2)c(S(=O)(=O)Nc2ccc(OC)cc2)c1,1,-7,-10,1,-24,15,-4.2,-8,0
O=C(O)CCn1cc(-c2ccc(F)cc2)nc1-c1ccncc1,-11,2,-9,5,14,0,2.0,-6,2

# Assay outcomes (PubChem)
